TAAR1 antag: antagonists of human TAAR1; hit rate 1.5% among 360,000; Q96RJ0; inhibition, % at 3 µM; CHO RD-HGA16 TAAR1, Fluo-8 calcium fluorescence, antagonist; AID 624466;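 active = inhibition above a per-plate cutoff, the mean inhibition of test compounds on that plate plus 3 SD, cut at about 49% in these data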;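 also: 0% = DMSO plus EC80 beta-PEA response and 100% = DMSO alone without agonist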
Target sequence (Q96RJ0 whole entry, looked up): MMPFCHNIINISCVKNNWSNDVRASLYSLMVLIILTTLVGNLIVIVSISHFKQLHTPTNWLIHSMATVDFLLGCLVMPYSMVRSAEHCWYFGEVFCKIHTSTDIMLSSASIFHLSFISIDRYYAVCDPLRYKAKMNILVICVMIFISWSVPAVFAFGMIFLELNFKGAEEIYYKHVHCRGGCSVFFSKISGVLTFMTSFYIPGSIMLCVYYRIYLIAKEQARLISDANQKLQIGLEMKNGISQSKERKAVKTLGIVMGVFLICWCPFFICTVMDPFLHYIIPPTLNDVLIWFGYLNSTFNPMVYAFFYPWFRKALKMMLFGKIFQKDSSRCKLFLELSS
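System: CHO RD-HGA16 cells bearing hTAAR1. Reagent: EC80 β-phenethylamine stimulus. Schedule: seeding 17-24 h prior, 75-min 37 °C, 30-min RT dye loading. Signal: Fluo-8 intracellular calcium dye fluorescence, real-time kinetic reads. Read-out: % inhibition from peak post-agonist over basal fluorescence ratio. Benchmarks: vehicle wells and EC80 agonist wells. Replicates: n of 1.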
TAAR1 ag: agonists of human TAAR1. activation, % at 3 µM. hit rate 0.99% among 360,000. CHO RD-HGA16 TAAR1, Fluo-8 calcium fluorescence; vehicle wells 0%, saturating PEA agonist 100%. AID 624467;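 active = activation above the mean activation of all test compounds in the run plus 3 SD, cut at about 38% in these data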
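Test system: RD-HGA16 (CHO) cells co-expressing Gα16 and hTAAR1 / Benchmarks: DMSO vehicle as 0%, PEA at EC100 as 100% / Repeats: no replicates (n 1) / Measure: % activation from peak over basal fluorescence ratio, DMSO-to-PEA scaled / Timing: 17-24 h plating, Fluo-8 75 min 37 °C, 30 min RT / Technique: kinetic Fluo-8 calcium fluorescence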
Starred values were filed as active, the others as inactive. An excerpt, so the mix of outcomes need not match the whole.

1. C[C@H](O)[C@@H]1C(=O)N2CCc3c([nH]c4c(-c5ccccc5)cccc34)[C@@H]2C[C@@H]1N(C)C(=O)Nc1cccc2ccccc12
2. O=C1Nc2ccccc2-n2nnnc2C1N1CCc2ccccc2C1 (configuration not stated)
3. COC(=O)[C@]12C[C@H](CC(=O)NCCC(C)C)C(=O)N(Cc3ccc4c(c3)OCO4)C1=C[C@H](COCc1ccccc1)O[C@@H]2C
4. CC(C)N1C(=O)c2ccccc2NC(=O)C1C(=O)NCc1cccc(C(F)(F)F)c1 (configuration not stated)
5. COc1ccc(C2=Nc3ccccc3N(C(=O)c3ccc4c(c3)OCO4)C2C(=O)NCc2ccccc2)cc1 (configuration not stated)
6. COC(=O)C1=C(C)N(Cc2ccc(F)cc2)C(=S)NC1c1cccc(F)c1 (configuration not stated)

assay / compound,1,2,3,4,5,6
TAAR1 antag,27,-3,-32,-10,-39,47
TAAR1 ag,5,5,-2,2,9,-1

7. CCOC(=O)C1CSCCS(=O)(=O)N1Cc1cccc(F)c1 (configuration not stated)
8. CCC(C(=O)NC(C)(C)C)n1c(C(c2ccccc2)c2ccccc2)nc2ccccc21 (configuration not stated)
9. C=CCOC(=O)Nc1nc(CCNC(=O)OCc2ccccc2)c(C(=O)O)s1
10. O=C(C[C@H]1C=C[C@H](NC(=O)c2ccccn2)[C@@H](CO)O1)NCc1cc(F)cc(F)c1
11. COC(=O)[C@]12C[C@H](CC(=O)N3CCN(C(=O)c4ccco4)CC3)C(=O)N(Cc3ccccc3)C1=C[C@H](C(C)C)O[C@@H]2C1CC1
12. COC(=O)c1cc2c(c3c4cc(F)ccc4n(S(=O)(=O)c4ccccc4)c13)C(=O)N(Cc1ccc(C(F)(F)F)cc1)C2

assay / compound,7,8,9,10,11,12
TAAR1 antag,6,-46,-5,-5,-17,-42
TAAR1 ag,1,-2,1,0,0,-1

13. CCC(=O)Nc1ccc2c(c1)OC[C@@H](C)N(Cc1ccccc1F)C[C@@H](C)[C@@H](OC)CN(C)C2=O
14. COC(=O)[C@@]12C[C@@H](CC(=O)N3CCCCC3)C(=O)N(Cc3cccc4ccccc34)C1=CCC(C)(C)C2
15. Cc1cccc(C)c1NC(=O)C1(C)CSCC(=O)N1CCCN1CCOCC1 (configuration not stated)
16. COc1ccc(C(=O)C(=O)N2CCN(c3ccccc3F)CC2)cc1
17. COC(=O)c1ccc(CN2C(=O)[C@]3(OCCC=C[C@H]3C)c3ccccc32)cc1
18. COC(=O)C[C@@H]1CC[C@H](NC(=O)Cc2ccccn2)[C@@H](CO)O1

assay / compound,13,14,15,16,17,18
TAAR1 antag,-13,-15,-5,1,-36,-5
TAAR1 ag,3,3,1,-1,-1,1

19. CCCN1C(=O)c2n[nH]c(C)c2C1c1ccc(Br)cc1 (configuration not stated)
20. Cc1cc2c(cc1C)-n1nnnc1C(N(C)Cc1ccccc1)C(=O)N2 (configuration not stated)
21. O=C1NC(=O)C2C3C=CC(C12)C1C(=O)NC(=O)C31 (configuration not stated)
22. CCOC(=O)C(Cc1ccccc1)C1(C)Oc2ccccc2O1 (configuration not stated)
23. COc1cc(OC)cc(-c2cc3nc4c(c(N5CCN(c6cnccn6)CC5)n3n2)CCCC4)c1
24. COC(=O)C1(C(=O)OC)Cc2ccccc2N(S(=O)(=O)c2ccc(C)cc2)C1CC(C)=O (configuration not stated)

assay / compound,19,20,21,22,23,24
TAAR1 antag,6,-1,-25,-13,7,-10
TAAR1 ag,-1,4,1,6,-1,0

25. O=S1(=O)N[C@@H](Cc2ccccc2)COc2cccc(NCCO)c21
26. CCOC(=O)C1=C(C(=O)OCC)C2N(Cc3ccccc3)c3ccccc3[C@@]23C[C@@H](C(=O)OC)N(S(=O)(=O)c2ccc(C(F)(F)F)cc2)C3=N1 (some centres not stated)
27. Cc1cccc2nc(-c3ccccc3)c(-c3ccc(CN4CCC5(CC4)CNc4ccccc45)cc3)nc12
28. C[C@H]1[C@@H](Cc2cc(Cl)cc(Cl)c2)N(c2ccccc2)c2ccccc2CN1Cc1ccccc1
29. Cc1cc(N2CCN(CC(C)(C)O)C[C@@H]2C)ccc1N1CCN(Cc2ccccc2)[C@H](C)C1
30. CCCCCNC(=O)C(c1ccnc2ccccc12)n1c(=O)c(-c2cc3ccccc3[nH]2)nc2ccccc21 (configuration not stated)

assay / compound,25,26,27,28,29,30
TAAR1 antag,14,-25,-29,-20,0,-9
TAAR1 ag,0,1,-2,0,-1,2

31. CC1=C2CCCC[C@@]23C2C(=O)N(C)C(=O)[C@@H]2ON3OC1 (some centres not stated)
32. CCCCCCCCN1C(=O)[C@H](CC(=O)NCc2ccc(OC)c(OC)c2)C[C@@]2(C(=O)OC)CC(C)(C)CC=C12
33. COC(=O)[C@]12C[C@H](CC(=O)NCCC(C)C)C(=O)N(Cc3ccccc3)C1=C[C@H](C1CCCC1)O[C@@H]2C
34. Cc1cc(N=O)no1
35. O=C1NCCOc2ccccc21
36. CCCCNC(=O)C1C(c2ccc(OC)cc2)=Nc2ccccc2N1C(=O)c1ccncc1 (configuration not stated)

assay / compound,31,32,33,34,35,36
TAAR1 antag,-1,-22,-34,-6,-11,-14
TAAR1 ag,0,-2,-1,0,1,4

Reprinted, nos. 27–36
27. Cc1cccc2nc(-c3ccccc3)c(-c3ccc(CN4CCC5(CC4)CNc4ccccc45)cc3)nc12
28. C[C@H]1[C@@H](Cc2cc(Cl)cc(Cl)c2)N(c2ccccc2)c2ccccc2CN1Cc1ccccc1
29. Cc1cc(N2CCN(CC(C)(C)O)C[C@@H]2C)ccc1N1CCN(Cc2ccccc2)[C@H](C)C1
30. CCCCCNC(=O)C(c1ccnc2ccccc12)n1c(=O)c(-c2cc3ccccc3[nH]2)nc2ccccc21 (configuration not stated)
31. CC1=C2CCCC[C@@]23C2C(=O)N(C)C(=O)[C@@H]2ON3OC1 (some centres not stated)
32. CCCCCCCCN1C(=O)[C@H](CC(=O)NCc2ccc(OC)c(OC)c2)C[C@@]2(C(=O)OC)CC(C)(C)CC=C12
33. COC(=O)[C@]12C[C@H](CC(=O)NCCC(C)C)C(=O)N(Cc3ccccc3)C1=C[C@H](C1CCCC1)O[C@@H]2C
34. Cc1cc(N=O)no1

assay / compound,27,28,29,30,31,32,33,34
TAAR1 antag,-29,-20,0,-9,-1,-22,-34,-6
TAAR1 ag,-2,0,-1,2,0,-2,-1,0

35. O=C1NCCOc2ccccc21
36. CCCCNC(=O)C1C(c2ccc(OC)cc2)=Nc2ccccc2N1C(=O)c1ccncc1 (configuration not stated)

assay / compound,35,36
TAAR1 antag,-11,-14
TAAR1 ag,1,4

Later entries:
37. Cc1ccc(C2=CC(=O)CC(C)(C)C2=O)cc1
38. CC(C)NC(=O)C1(C)CN(S(C)(=O)=O)CC(=O)N1CCCN1CCOCC1 (configuration not stated)
39. O=C(NCc1ccccc1)[C@H]1CCCN1C(=O)[C@H]1CCCN1C(=O)c1cccc2ccccc12
40. O=C(C=Cc1ccc(OCc2ccccc2)cc1)c1c(F)cccc1F
41. CCCCS(=O)(=O)N1CCCc2nc(C)c(C)cc21
42. O=S1(=O)N[C@H](c2ccccc2)COc2cc(Br)ccc21

assay / compound,37,38,39,40,41,42
TAAR1 antag,-8,1,2,-11,-25,14
TAAR1 ag,-1,0,0,0,6,0

43. OC(c1ccccc1)(c1ccccc1)C1CCN(CCCOc2cc(F)cc(F)c2)CC1
44. Cc1cc(N2CCN(C(C(=O)NC3CCCC3)c3ccc(-c4ccccc4)cc3)CC2)c2ccccc2n1 (configuration not stated)
45. CCOC(=O)Cn1c2c(n(-c3ccc(F)cc3)c1=O)C=C(c1ccccc1)[C@@H](C)C(C(=O)N(C)C1CCCCC1)=C2
46. Nc1ncnc2c1ncn2[C@@H]1O[C@H](C(=O)N[C@@H](CCc2ccccc2)C(=O)N2CCCN(Cc3cccs3)CC2)[C@@H](O)[C@H]1O
47. Cc1ccc2cccc(OC(=O)c3cccnc3Oc3ccccc3)c2n1
48. CCCCCCCCN1C(=O)[C@@H](CC(=O)N2CCN(C(=O)C3CC3)CC2)C[C@@]2(C(=O)OC)C1=C[C@H](C(C)(C)C)O[C@@H]2C

assay / compound,43,44,45,46,47,48
TAAR1 antag,33,-17,-25,3,-12,-25
TAAR1 ag,49*,-1,-1,-1,1,-3

49. Nc1[nH]c(C(=O)c2ccc(Br)cc2)c(-c2ccncc2)c1C(=O)c1ccccc1
50. COC(=O)[C@]12C[C@H](CC(=O)NCc3cccc4ccccc34)C(=O)N(CCC3=CCCCC3)C1=C[C@H](COCc1ccccc1)O[C@@H]2C
51. COc1cc(CC(=O)Nc2c(-c3ccccc3)[nH][nH]c2=O)cc(OC)c1
52. N#Cc1cc(F)cc(OCCCN2CCC(C(O)(c3ccccc3)c3ccccc3)CC2)c1
53. CCOC(=O)C1=C(C(=O)OCC)C2N(Cc3ccc(C#N)cc3)c3ccccc3[C@@]23C[C@@H](C(=O)OC)N(S(=O)(=O)c2ccccc2)C3=N1 (some centres not stated)
54. C=CCCC1CN(Cc2ccc(OC)cc2)S(=O)(=O)c2c(cccc2Sc2ccc(OC)c(OC)c2)O1 (configuration not stated)

assay / compound,49,50,51,52,53,54
TAAR1 antag,21,-5,6,33,-6,-5
TAAR1 ag,9,0,0,24,2,2

55. CCN=C1NC(c2cccc(F)c2)C(C(=O)OC)=C(C)N1Cc1ccccc1C(F)(F)F (configuration not stated)
56. CC(C(=O)NCc1ccccc1)n1c(CSCCOc2ccccc2)nc2ccccc21 (configuration not stated)
57. COCc1cc(N2CCN(C(=O)OC(C)(C)C)C[C@H]2C)ccc1N1CCN(Cc2ccccc2)[C@H](C)C1
58. Cc1ccccc1CN1[C@@H](CC(C)C)COc2cc(Br)ccc2S1(=O)=O
59. Cc1noc(C)c1NC(=O)N1C[C@H](O)COC[C@H]2O[C@@H](CC(=O)NCC3CCCCC3)CC[C@@H]21
60. Oc1ccc(/C=N/Nc2ccc(C(F)(F)F)cn2)cc1O

assay / compound,55,56,57,58,59,60
TAAR1 antag,-2,-21,1,-34,-22,-4
TAAR1 ag,8,4,4,0,1,20

61. COc1ccc(C(C(=O)NCc2ccccc2)n2c(-c3ccncc3)nc3ccccc32)cc1 (configuration not stated)
62. Cc1cccc(C)c1NC(=O)C1(C)CSCC(=O)N1CCC(C)C (configuration not stated)
63. O=C(O)CC(Sc1ccc(Cl)cc1)C(=O)Nc1ccccc1 (configuration not stated)
64. CC(=O)N1CCN(c2ccc(N3CCN(Cc4ccccc4)[C@H](C)C3)c(C)c2)[C@@H](C)C1
65. CC(=O)Nc1ccc(S(=O)(=O)NCC2CCN(C(=O)C(=O)c3cc4ccccc4o3)CC2)cc1
66. Cc1cc(N2CCN(C(C(=O)NC3CCCC3)C(C)(C)C)CC2)c2ccccc2n1 (configuration not stated)

assay / compound,61,62,63,64,65,66
TAAR1 antag,-6,-15,2,-38,-2,-16
TAAR1 ag,0,0,1,2,2,6

67. COC(=O)[C@]12C[C@H](CC(=O)NCc3ccc(C)o3)C(=O)N(Cc3ccc4c(c3)OCO4)C1=C[C@H](C(C)(C)C)O[C@@H]2C
68. CCN=C1NC(c2cccc(Cl)c2)C(C(=O)OC)=C(C)N1Cc1ccccc1C(F)(F)F (configuration not stated)
69. C#CCN(C[C@H]1[C@H](OC(=O)Nc2cccs2)[C@H](OC(=O)Nc2cccs2)CN(C(=O)OC(C)C)N1C(=O)OC(C)C)S(=O)(=O)c1ccc(C)cc1
70. COc1ccc(C(C(=O)NC(C)(C)C)n2c(COc3ccc(C)cc3)nc3ccccc32)cc1 (configuration not stated)
71. Cc1[nH]c2ccccc2c1CC(=O)Nc1ccc(Nc2cccnc2)c(-c2ccc(Cl)c(Cl)c2)c1
72. O=C(Nc1ccc2c(c1)OCCO2)C(c1ccncc1)n1c(=O)c(-c2ccco2)nc2ccccc21 (configuration not stated)

assay / compound,67,68,69,70,71,72
TAAR1 antag,-20,-1,-1,-18,10,-12
TAAR1 ag,-1,9,0,0,2,-1

73. COC(=O)c1cc2c(c3c4cc(OC)ccc4n(S(=O)(=O)c4cccc(C)c4)c13)C(=O)N(Cc1ccc(C(F)(F)F)cc1)C2
74. COC(=O)N(C)C[C@H]1OCc2cnnn2CCCC(=O)N([C@H](C)CO)C[C@@H]1C
75. COc1ccc(Oc2cccc3c2S(=O)(=O)N(C2CC2)C[C@@H](COCc2ccccc2)O3)cc1
76. CC(C)NC(=O)C1(C)CN(S(C)(=O)=O)CC(=O)N1CCCn1ccnc1 (configuration not stated)

assay / compound,73,74,75,76
TAAR1 antag,-18,14,9,-1
TAAR1 ag,-1,0,-1,1
